Rab9 promoter act: qHTS Assay for Rab9 Promoter Activators. Huh7 Rab9 promoter-luciferase reporter, luminescence, 24 h. Potency, µM (top dose mostly 9.22 µM), for the others: at the highest dose activation, negative = inhibition, actives largely listed as activators. 2.8% of 320,000 active. AID 485297, 2010; further: potency means the concentration at half of the fitted maximal effect; % of control where 0% means no effect; nearly all actives have a fitted effect of over 60% in size
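Cell-based reporter: Huh7 stable for Rab9 promoter-driven luciferase, plated in reduced-serum medium with 10% FBS at 1500 cells/well, compound-treated 24 h at 37 °C, luminescence read after 10 min reagent.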
Tb PFK block: qHTS Assay to Find Inhibitors of T. brucei phosphofructokinase; 0.17% of 330,000 active; T. brucei PFK, ADP-Glo luminescence; Potency, µM (series often up to 57.5 µM), for inactives: at the highest dose activity, negative = inhibition, actives largely listed as inhibitors; ATP-dependent 6-phosphofructokinase (Trypanosoma brucei brucei), O15648;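 further: potency means the concentration at half of the fitted maximal effect; 0% = uninhibited 1x PFK enzyme wells and -100% = no-enzyme wells; nearly all actives have a fitted effect of over 60% in size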
Target sequence (O15648 whole entry, looked up): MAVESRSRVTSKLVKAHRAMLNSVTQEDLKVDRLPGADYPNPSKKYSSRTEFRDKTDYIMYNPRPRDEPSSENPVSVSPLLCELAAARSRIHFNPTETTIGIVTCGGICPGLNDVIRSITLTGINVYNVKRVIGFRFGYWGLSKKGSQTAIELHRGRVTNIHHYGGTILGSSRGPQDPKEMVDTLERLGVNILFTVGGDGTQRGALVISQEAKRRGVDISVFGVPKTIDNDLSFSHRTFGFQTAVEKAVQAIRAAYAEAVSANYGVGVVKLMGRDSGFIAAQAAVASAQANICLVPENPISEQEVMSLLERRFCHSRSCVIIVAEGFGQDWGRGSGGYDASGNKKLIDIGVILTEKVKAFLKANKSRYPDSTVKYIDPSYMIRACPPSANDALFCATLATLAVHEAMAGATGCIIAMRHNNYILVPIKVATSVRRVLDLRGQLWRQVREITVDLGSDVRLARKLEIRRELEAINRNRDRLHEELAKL
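In TEA buffer at pH 8.0 with 5 mM MgCl2, enzyme (1.25 nM) converted F6P (0.5 mM) and ATP (0.1 mM) for 45 min at room temperature. ADP product was read by luciferase luminescence.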
FBPA coupling cs: qHTS Assay for Inhibitors of Fructose-1,6-bisphosphate Aldolase from Giardia Lamblia: Coupling assay counterscreen. coupling enzyme system counterscreen, AmpLite Red fluorescence. activity change, negative = inhibition, % at 58.2 µM, hits read low. 0.67% of 290,000 active; in the data active means activity change below about -30%; further: on the % scale 0 is the no-effect control and ±100 the full control effect
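First, compound is pin-transferred into glyceraldehyde-3-phosphate coupling-enzyme reagent at 57.5 uM final and held 10 min at RT. Next, substrate, coupling system and AmpLite Red are added. After 20 min RT, fluorescence (525/598 nm) is read.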
NPC1 promoter act: qHTS Assay for NPC1 Promoter Activators; Huh7 NPC1 promoter luciferase reporter, 24 h; Potency, µM (titrated, usually from 9.22 µM), without a hit: top-dose activation, actives largely listed as activators; 2.4% of 320,000 active;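 further: potency means the concentration at half of the fitted maximal effect; % of control where 0% means no effect; nearly all actives have a fitted effect of over 60% in size; reporter is driven by a mutant NPC1 promoter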
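NPC1 promoter–luciferase Huh7 cells; 24 h compound; luminescence.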
FLuc counter: qHTS profiling assay for firefly luciferase inhibitor/activator using purifed enzyme and Km concentrations of substrates (counterscreen for miR-21 project); Luciferin 4-monooxygenase (Photinus pyralis), P08659; purified FLuc, Km substrates, luminescence inhibition; Potency, µM (highest dose often 57.5 µM), for inactives: top-dose activity change, negative = inhibition, actives largely listed as inhibitors; 6.9% of 360,000 active; AID 588342, 2011;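 further: potency means the concentration at half of the fitted maximal effect; plate controls were vehicle for no effect and reference inhibitor for full effect; nearly all actives have a fitted effect of over 55% in size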
Target sequence (P08659 whole entry, looked up): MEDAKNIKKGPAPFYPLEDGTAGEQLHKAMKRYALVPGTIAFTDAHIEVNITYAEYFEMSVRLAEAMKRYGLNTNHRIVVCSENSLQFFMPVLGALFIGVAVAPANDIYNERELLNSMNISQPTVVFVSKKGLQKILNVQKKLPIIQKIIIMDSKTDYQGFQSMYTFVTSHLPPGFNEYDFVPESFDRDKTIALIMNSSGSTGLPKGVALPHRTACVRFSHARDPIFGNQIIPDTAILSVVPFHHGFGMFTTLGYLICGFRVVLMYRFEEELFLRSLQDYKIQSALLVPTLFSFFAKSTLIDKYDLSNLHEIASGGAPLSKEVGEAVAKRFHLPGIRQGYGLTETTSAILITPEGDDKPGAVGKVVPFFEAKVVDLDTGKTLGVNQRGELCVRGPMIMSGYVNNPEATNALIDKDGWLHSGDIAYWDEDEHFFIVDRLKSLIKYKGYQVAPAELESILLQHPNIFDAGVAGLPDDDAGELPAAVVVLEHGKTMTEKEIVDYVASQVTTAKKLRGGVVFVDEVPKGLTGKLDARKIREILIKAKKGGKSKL
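Biochemical qHTS of compounds, final roughly 60 µM downward over six points, against 10 nM purified firefly luciferase using Km concentrations of substrates (10 uM D-luciferin, 10 uM ATP) in Tris acetate pH 7.5 buffer; luminescence output.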
ELG1 genotoxic: qHTS screen for small molecules that induce genotoxicity in human embryonic kidney (HEK293T) cells expressing luciferase-tagged ELG1. HEK293T ELG1-luciferase reporter, luminescence, 16 h. 1.3% of 330,000 active. Potency, µM (top dose mostly 46 µM), for the others: top-dose activity change, positive = activation, hits mostly activators. AID 504466, 2011; further: potency means the concentration at half of the fitted maximal effect; % of control where 0% means no effect; nearly all actives have a fitted effect of over 60% in size
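Quantitative HTS format in 1536-well plates. HEK293T ELG1-luciferase reporter cells receive test compound and are incubated 16 hr at 37 °C, 5% CO2; ONE-Glo added, 30 min room temperature, then luminescence read.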
uPA generation: qHTS for Inhibitors of Cell Surface uPA Generation; cell surface uPA generation assay, qHTS; 0.31% of 330,000 active; Potency, µM (top dose mostly 38.3 µM), for inactives: at the highest dose activity change, negative = inhibition, hits mostly inhibitors; active means well fitted inhibition curve with a large enough effect; inconclusive means small, poorly fitted or top-dose-only effect; inactive means no such curve, though single readings can be large or run the other way; tested in mouse RAW 264.7 cells; further: potency means the concentration at half of the fitted maximal effect; on the % scale 0 is the no-effect control and ±100 the full control effect; nearly all actives have a fitted effect of over 55% in size
Giardia killer: Small Molecules that selectively kill Giardia lamblia: qHTS. 0.15% of 340,000 active. Giardia lamblia trophozoite viability. activity change, % at 7.66 µM, hits read low; in the data active means activity change below about -80%; inconclusive means between about -30% and that limit;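 further: parasites exposed to compound for two days anaerobically before the ATP read; on the % scale 0 is the no-effect control and ±100 the full control effect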
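ATP-content bioluminescence gauges trophozoite survival. Cells (100/well) receive compound and incubate anaerobically for 48 hrs at 37 deg C; detection reagent follows for 15-30 min at room temperature.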
VP16 counter: VP16 counterscreen qHTS for inhibitors of ROR gamma transcriptional activity; Drosophila S2 Gal4-VP16 UAS-luciferase, luminescence, 20 h; Potency, µM (doses to about 53.6 µM), inactives show at the highest dose activity, negative = inhibition, usual class: inhibitors; 3.5% of 310,000 active;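 further: Gal4-VP16 expression switched on by copper sulfate through the metallothionein promoter; potency means the concentration at half of the fitted maximal effect; on the % scale 0 is the no-effect control and ±100 the full control effect; nearly all actives have a fitted effect of over 50% in size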
RORgamma inh: qHTS for inhibitors of ROR gamma transcriptional activity; Drosophila S2 Gal4-RORgamma UAS-luciferase reporter, 20 h; Potency, µM (series often up to 53.6 µM), inactives show top-dose activity change, negative = inhibition, most hits filed as inhibitors; Nuclear receptor ROR-gamma (Mus musculus), P51450; 5.4% of 310,000 active; AID 2551, 2010; further: potency means the concentration at half of the fitted maximal effect; on the % scale 0 is the no-effect control and ±100 the full control effect; nearly all actives have a fitted effect of over 60% in size
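Stable Schneider cell line, Gal4 DNA-binding domain fused to ROR gamma, UAS-luciferase. Cmpd 1 hr RT → CuSO4 700 uM final → 20 hr RT → luciferase reagent 10 min → luminescence.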
KCNH2 3.1 inh: qHTS for Inhibitors of KCHN2 3.1: Mutant qHTS. U2OS KCNH2 3.1, thallium flux FluxOr; active compounds read low. 0.95% of 340,000 active. activity change, % (tested at about 1.8 µM). Potassium voltage-gated channel subfamily H member 2, brain isoform KCNH2 3.1 (human);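 active means maximum activity change below -70%; inconclusive means maximum activity change from -70% to -50%; inactive means maximum activity change above -50%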;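 further: thallium influx rate constant from kinetic fluorescence after stimulation buffer; on the % scale 0 is the no-effect control and ±100 the full control effect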
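Kinetic fluorescence (2 min after stimulation buffer) measures Tl+ influx through KCNH2 3.1 expressed by viral transduction in U2OS cells; the rate constant is normalized against DMSO controls serving as positive and negative references.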
* marks the source's active call; other numbers are inactive results; ? = inconclusive; nt = no result given; & = joins results of further samples; [ ] = another dose, or the depositor's remark. Unless noted, the call rests on the fitted dose curve; in most records, active means well fitted curve in the direction sought with a large enough effect; inconclusive means small, poorly fitted or top-dose-only effect, or another doubt; inactive means no such curve, though single readings can be large; an effect the other way counts as inactive or inconclusive.

SMILES	Rab9 promoter act	Tb PFK block	FBPA coupling cs	NPC1 promoter act	FLuc counter	ELG1 genotoxic	uPA generation	Giardia killer	VP16 counter	RORgamma inh	KCNH2 3.1 inh
COc1cccc(-n2c(=O)n(Cc3ccccc3)c(=O)c3[nH]cnc32)c1	12%	0%	2	-4%	6%	3%	-5%	20	16%	37%	-9
CCn1c(NCc2ccc(N(C)C)cc2)nc2ccccc21	14%	-16%	3	16%	13µM*	?	3%	-4	0%	-25%	5
O=C(c1ccco1)N1CCN(Cc2ccc(Cl)cc2)CC1	-1%	-1%	1	0%	6%	-2%	14%	-4	5%	?	31
CCCn1c(=O)c(C(=O)NNS(=O)(=O)c2ccc(C)cc2)c(O)c2ccccc21	0%	4%	-6	-3%	6%	-8%	-1%	-12	-8%	19%	-15
COc1ccc2cc(C[C@@H]3CC[C@@H](CNC(N)=O)O3)ccc2c1	nt	5%	nt	nt	nt	18%	-7%	10	nt	nt	-4
CCCC1=[N+](CC)CCn2c(C)ccc21	2%	-4%	0	-4%	4%	-2%	-7%	0	-4%	12%	-14
COc1ccc(Cl)cc1NC(=O)CN(C)CC(=O)N(CC(C)C)c1c(N)n(CC(C)C)c(=O)[nH]c1=O	nt	-3%	nt	nt	nt	0%	17%	7	nt	nt	3
CC(C)[C@H](NC(=O)C1CC(=O)N(c2ccc3c(c2)OCCO3)C1)C(=O)NC1CCCC1 (stereo partly specified)	-1%	-3%	0	0%	1%	0%	2%	7	8%	-7%	-3
CCOC(=O)c1ccc(NC(=S)NCCc2ccccc2F)cc1	-1%	0%	1	1%	-2%	-3%	-3%	-14	?	3.5µM*	-6
CC(/C=N/NC(=S)Nc1cccc(S(=O)(=O)N(C)C)c1)c1ccccc1 (stereo unspecified)	0%	-8%	1	0%	-8%	0%	0%	9	-15%	-30%	-2
O=C1CC(=O)N2N=C(c3ccc([N+](=O)[O-])cc3)SC2=N1	-11%	-2%	1	1%	0%	1%	2%	-6	-5%	12%	-2
Cc1ccc(NC2CCCN(C(=O)c3ccc(-n4ccnc4)cc3)C2)cc1C (stereo unspecified)	-2%	1%	nt	-1%	4%	-8%	1%	-2	9%	5%	nt
O=C(NCCC1=CCCCC1)c1cnccn1	3.2µM*	17%	3	?	?	15µM*	4%	-5	16%	?	-15
CCCNC(=O)CCn1c(=S)oc2ccccc21	-4%	9%	0	0%	-3%	0%	1%	16	-2%	13%	-13
CC(C)C(NS(=O)(=O)c1ccc2c(c1)oc(=O)n2C)C(=O)N1CCN(C2CCCCC2)CC1 (stereo unspecified)	4%	2%	0	6%	-1%	-1%	6%	-7	-1%	0%	2
N#Cc1nc(COc2ccccc2F)oc1NCc1ccc(F)cc1	8%	4%	-5	8%	-10%	0%	4%	1	7%	-97%	-10
COc1ccc2c(c1)C(=O)OC2CC(=O)O (stereo unspecified)	5%	4%	6	1%	2%	-2%	3%	-1	5%	-3%	3
COc1cc(C(=O)N2CCN(Cc3ccc4c(c3)OCO4)CC2)cc(OC)c1OC	0%	1%	0	0%	0%	-2%	-2%	8	-3%	-16%	2
CCOC(=O)C1=C(C)Nc2ncnn2C1c1ccc(N(C)C)cc1 (stereo unspecified)	-2%	-2%	-5	-4%	-1%	5%	-2%&-11%	9&-15	-3%	4%	5&-1
CCOC(=O)C1=NOC2C(=O)N(c3ccc(Cl)cc3Cl)C(=O)C12 (stereo unspecified)	-6%	4%	2	0%	-16%	0%	-2%	-15	-15%	1%	12
CCN1CCN(C(=O)c2ccc3c(=O)n(C4CCCC4)c(=S)[nH]c3c2)CC1	-8%	-6%	-1	0%	-2%	1%	-1%	13	14µM*	7.1µM*	0
Cc1c(C)c2c(C)nn(-c3ccccc3)c2[nH]c1=O	0%	2%	0	-2%	0%	0%	-3%	-9	5%	-5%	5
COc1ccc(CCC(=O)N2CCN(S(=O)(=O)c3ccc(C)cc3)CC2)cc1	-7%	7%	nt	-2%	-1%	-6%	-13%	-6	nt	nt	-3
COc1ccc(C(=O)N2CCC3(CC2)NCCc2[nH]cnc23)cc1OC	4%	3%	2	-3%	-1%	1%[9.26 µM]	8%	4	4%	-10%	6
O=C(O)c1ccc2c(c1)C(=O)N(c1cc(C(=O)O)ccc1Br)C2=O	3%	-9%	12	-3%	1%	0%	nt	-9	-18%	-14%	4
SMILES	Rab9 promoter act	Tb PFK block	FBPA coupling cs	NPC1 promoter act	FLuc counter	ELG1 genotoxic	uPA generation	Giardia killer	VP16 counter	RORgamma inh	KCNH2 3.1 inh
Cc1cc(NC(=O)c2cccc(S(=O)(=O)N3CC(c4ccccc4)CC3=O)c2)no1 (stereo unspecified)	1%	-1%	0	-1%	13%	-2%	1%	5	-1%	14%	13
CC1CC(=O)Nc2ccccc2N1C(=O)Cn1cnc2ccc(Br)cc2c1=O (stereo unspecified)	-2%	-12%	nt	-1%	3%	1%	49%[activator]	0	nt	nt	5
CCN(C(=S)Nc1cccnc1)c1cccc2ccccc12	11%	-5%	-27	4%	0%	-4%	-9%	-20	6%	-29%	2
O=C(NCc1ccccc1)c1cccc(Br)n1	1%	0%	1&0	-1%	4%	-1%	10%	-21	6%&1%	43%&7%	-11
CC(C)C(=O)N1CCN(c2ccccc2NC(=O)c2cc([N+](=O)[O-])ccc2N2CCOCC2)CC1	3%	4%	1	-1%	-1%	-8%	15%	-8	19%	27%	11
COc1ccc(N(CC(=O)N2CCOCC2)S(C)(=O)=O)cc1Cl	1%	3%	1	2%	-2%	-6%	-4%	-14	-2%	-29%	11
CCn1c(SCC(=O)N2c3ccccc3Sc3ccccc32)nc2c1c(=O)n(C)c(=O)n2C	-1%	22%	3	4%	0%	-6%	nt	1	-1%	13%	9
Cc1cc(=O)oc2cc(OCC(=O)OCC(=O)N3CCC(C)CC3)ccc12	6%	3%	2	-1%	0%	0%	3%	24	6%	12%	-33
C=CCn1c(COc2ccc(F)cc2)nnc1SCC(=O)NC1CC1	-5%	-2%	nt	-1%	-1%	0%	0%	-18	nt	nt	23
COc1ccc(Nc2nc(N)c([N+](=O)[O-])c(N3CCCC3)n2)cc1	-4%	-3%	2	0%	-11%	3%	?	-11	4%	15%	-13
CC(CCc1ccccc1)NC(=O)COC(=O)c1ccc(S(C)(=O)=O)c([N+](=O)[O-])c1 (stereo unspecified)	-3%	1%	4	-11%	2%	?	-16%	1	?	10µM*	-6
COc1ccc(C(=O)OCc2c(C)noc2C)cc1	0%	3%	4	-6%	2%	13%	2%	-5	-4%	14%	-1
C=CCOC(=O)Nc1snnc1C	-3%	10%	2	-1%	-3%	-1%	-2%	-24	3%	-8%	-7
Cc1cc([N+](=O)[O-])c(-c2ccc(/C=N/n3cnnc3)o2)cc1Cl	1%	5%	-12	-1%	0%	2%	nt	14	-1%	3%	8
O=C(Nc1ccc(F)cc1)N1CCN(c2ccc3nnc(-c4ccc(F)cc4)n3n2)CC1	-1%	-1%	1	-3%	-9%&7%	-7%	-29%	6	-12%	-12%	-14
O=C(c1ccco1)N(CC1CCCO1)c1nc(-c2ccccc2)cs1 (stereo unspecified)	4%	-2%	1	15%	2%	-1%	nt	-11	6%	4%	-8
O=C(CNS(=O)(=O)c1ccc(C(=O)N2CCCCC2)cc1)N1CCCCC1	2%	1%	-1	0%	6%	6%	-3%	-7	4%	29%	0
O=c1c2ccccc2ncn1CCCSc1ccc(Cl)cc1	7%	0%	-3	2%	-1%	-1%	-3%	8	0%	22%	20
COC(=O)c1sc(N)c(C(=O)OC)c1CSc1nnc(-c2ccccc2Cl)n1C	-8%	-5%	0	1%	-3%	-5%	nt	1	-6%	-16%	13
O=[N+]([O-])c1ccc(O)c(-c2cc(C(F)(F)F)nc(-c3ccccc3)n2)c1	-53%[inhibitor]	-11%	0	-46%[inhibitor]	-1%	-19%	?	-21	2.8µM*	1.1µM*	-22
Cc1noc(C)c1COc1ccc(C(=O)N2CCC(C)CC2)cc1	-3%	2%	nt	0%	2%	0%	-4%	11	nt	nt	14
CCn1nnnc1SCC(=O)c1cccc(OC)c1	3%	-6%	0	-1%	-21%	18%	6%	6	-1%	?	-9
Cc1cccc(NC(=O)[C@@H]2CCCN2C2=NS(=O)(=O)c3ccccc32)c1C	-3%	4%	nt	-6%	2%	4%	-2%	-5	nt	nt	17
CCc1ccc(NC(=S)Nn2cnnc2)cc1	-3%	-5%	2	-4%	?	-7%	0%	4	0%	1.1µM*	10
O=C(NCCO)c1ccc(CSc2nc3ccccc3[nH]2)cc1	21%	0%	-2	-1%	?	8%	-3%	6	-14%	?	5

Bioassay records deposited in PubChem BioAssay by National Center for Advancing Translational Sciences (NCATS).

No enrichment for hits. Share with any hit: about 14%.
